ADAM17 inh: ADAM17 inhibitors, primary screen, biochemical, QFRET. Disintegrin and metalloproteinase domain-containing protein 17 (Homo sapiens), P78536. recombinant ADAM17, EDANS/DABCYL FRET peptide cleavage. actives 0.83% (n = 370,000). inhibition, % at 6.95 µM. AID 720648, 2013;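 active = inhibition above the mean of compounds lying between control limits plus 3 SD, set per campaign, cut at about 8.5% in these data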;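 also: 0% = DMSO-only wells as the low control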
DAX1 inh-1: DAX1 (NR0B1) inhibitors, primary screen, cell-based, HEK293, Gal4-DAX1, luciferase luminescence; HEK293 Gal4-DAX1 luciferase reporter; inhibition, % at 6.75 µM; actives 0.99% (n = 340,000); AID 504766, 2011;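 active = inhibition above the mean over all tested compounds plus 3 SD, cut at about 4.2% in these data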;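 also: 0% = DAX1-transfected cells with DMSO and 100% = empty-vector control cells with DMSO; inhibition shows as a rise in luminescence from relieved DAX1 repression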
Target sequence (P51843 207-470 limits assumed): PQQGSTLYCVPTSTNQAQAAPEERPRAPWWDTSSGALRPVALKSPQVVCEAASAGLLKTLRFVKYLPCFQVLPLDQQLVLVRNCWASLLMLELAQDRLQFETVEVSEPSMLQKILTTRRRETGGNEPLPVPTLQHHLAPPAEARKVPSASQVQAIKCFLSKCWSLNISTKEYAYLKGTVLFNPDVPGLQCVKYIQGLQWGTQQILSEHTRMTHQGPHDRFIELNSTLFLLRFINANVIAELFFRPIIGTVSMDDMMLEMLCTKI
Rev-erbA mod: modulators of Rev-erb alpha DNA binding, primary screen, biochemical, FITC-DNA, fluorescence polarization, uHTS | Nuclear receptor subfamily 1 group D member 1 (Homo sapiens), P20393 | Rev-erbα–FITC-DNA binding, 90 min | activity, % at 10 µM | actives 0.79% (n = 370,000) | AID 1259318, 2017;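 active = activity above about 14%, limit read from the data; passing the limit was not always enough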;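 also: 0% = DMSO wells with 35 nM protein and 100% = DMSO wells with 750 nM protein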
Target sequence (P20393 whole entry, looked up): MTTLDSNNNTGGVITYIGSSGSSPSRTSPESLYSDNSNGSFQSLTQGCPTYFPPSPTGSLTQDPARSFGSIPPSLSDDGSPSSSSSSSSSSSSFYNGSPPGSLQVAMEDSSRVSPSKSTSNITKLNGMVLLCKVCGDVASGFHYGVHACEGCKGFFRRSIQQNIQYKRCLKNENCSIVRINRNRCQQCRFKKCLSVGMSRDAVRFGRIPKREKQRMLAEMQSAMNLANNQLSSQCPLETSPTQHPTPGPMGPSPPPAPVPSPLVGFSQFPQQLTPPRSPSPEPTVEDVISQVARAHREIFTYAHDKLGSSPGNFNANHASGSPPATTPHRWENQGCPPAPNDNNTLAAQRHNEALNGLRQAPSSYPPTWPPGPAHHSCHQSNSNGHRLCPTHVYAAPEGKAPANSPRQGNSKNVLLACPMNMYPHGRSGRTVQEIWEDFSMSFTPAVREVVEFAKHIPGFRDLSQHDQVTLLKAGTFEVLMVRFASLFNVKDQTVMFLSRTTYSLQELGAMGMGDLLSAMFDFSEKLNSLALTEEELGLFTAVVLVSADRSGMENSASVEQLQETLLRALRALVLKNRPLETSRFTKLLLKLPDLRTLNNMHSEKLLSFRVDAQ
DAX1 inh-2: DAX1 (NR0B1) inhibitors on StAR promoter, primary screen, cell-based, luminescence, SF-1 (NR5A1), full-length DAX-1 | HEK293T StAR-luciferase reporter, SF-1/DAX-1 repression relief | inhibition, % at 6.8 µM | actives 1.1% (n = 370,000) | AID 652010, 2013;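 active = inhibition above the mean over all tested compounds plus 3 SD, cut at about 3.6% in these data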;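 also: 0% = DAX-1 cells with DMSO and 100% = cells lacking DAX-1 with DMSO; higher inhibition means more luminescence from relief of DAX-1 repression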
ssDAF12 agonist: S. stercoralis DAF-12 nuclear receptor activators, primary screen, cell-based, luminescence, HEK293, GRIP1 co-expression, lit1-tk-luc | Nuclear hormone receptor DAF-12 (Strongyloides stercoralis) | HEK293 ssDAF-12/GRIP1 lit1-tk-luc reporter; % of 3 µM dafachronic acid response | activation, % at 6.8 µM | actives 1% (n = 370,000);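 active = activation above the mean over all tested compounds plus 3 SD, cut at about 0.9% in these data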;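 also: 0% = DMSO-only wells and 100% = 3 µM delta7-dafachronic acid wells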
hcDAF12 agonist: H. contortus DAF-12 nuclear receptor activators, primary screen, cell-based, luminescence, HEK293, lit1-tk-luc reporter | HEK293 hcDAF-12 lit1-tk-luc reporter; 0% DMSO, 100% Δ7-dafachronic acid | activation, % at 6.8 µM | actives 1.4% (n = 370,000);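 active = activation above the mean of all tested compounds plus 3 SD, cut at about 5.5% in these data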;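 also: 100% = response to 3 µM Δ7-dafachronic acid high control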
hgDAF12 agonist: H. glycines DAF-12 receptor agonists, primary screen, cell-based, luminescence, HEK293, GAL4 fusion, UAS-luciferase | HEK293 GAL4-hgDAF12 UAS-luciferase reporter, agonist luminescence; normalized to butyrate control | AID 687014, 2013 | activation, % at 6.8 µM | actives 1.8% (n = 370,000);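 active = activation above a cutoff set at the mean of all screened compounds plus 3 SD, cut at about 10% in these data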;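 also: 0% = DMSO wells and 100% = sodium butyrate wells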
SMARCA2 activ: SMARCA2 (BRM) function activators, primary screen, cell-based, luminescence, high throughput. actives 1% (n = 370,000). AID 652017, 2013. activation, % at 9.1 µM. MG213 cells, MMTV-luciferase reporter, dexamethasone, overnight; in the data active = activation above about 7.8%;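 also: 0% = vehicle wells and 100% = reference activator wells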
PLC-gamma1 inh: PLC-gamma1 enzyme inhibitors, primary screen, biochemical, fluorescence, purified enzyme | 1-phosphatidylinositol 4,5-bisphosphate phosphodiesterase gamma-1 (Homo sapiens), P19174 | fluorogenic substrate | inhibition, % at 12.2 µM | actives 0.84% (n = 370,000) | AID 720700, 2013; in the data active = inhibition above about 9.5%
MBD2 DNA inh: inhibitors of MBD2 binding to methylated DNA, primary screen, biochemical, TR-FRET, DNA-binding domain, human | MBD2 binding to methylated oligonucleotide | actives 0.31% (n = 370,000) | Methyl-CpG-binding domain protein 2 (Homo sapiens), Q9UBB5 | inhibition, % at 4.4 µM; in the data active = inhibition above about 13%
PLCb3 inh: human PLC-beta3 inhibitors, primary screen, biochemical, fluorescence; Purified PLC-beta3, fluorogenic substrate; AID 720704, 2013; actives 0.18% (n = 370,000); inhibition, % at 12.2 µM; 1-phosphatidylinositol 4,5-bisphosphate phosphodiesterase beta-3 (Homo sapiens), Q01970; in the data active = inhibition above about 11%;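 also: 0% = median of compound wells on plate and 100% = full blocker control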
* hit, by the source's call; / = not tested or not shown.

SMILES	ADAM17 inh	DAX1 inh-1	Rev-erbA mod	DAX1 inh-2	ssDAF12 agonist	hcDAF12 agonist	hgDAF12 agonist	SMARCA2 activ	PLC-gamma1 inh	MBD2 DNA inh	PLCb3 inh
O=C1CC(c2ccc(F)cc2)C(n2cncn2)C(O)=C1C1NCCc2ccccc21 (stereo not drawn)	-3	0.3	9	0.1	-1.3	-1.2	1.7	2	-7	0	-6
O=C1CCCCC1C(Nc1ccc(Br)cc1)c1ccccc1 (stereo not drawn)	4	0.1	-1	0.1	-1.1	-2.0	4.5	0	-1	-3	2
CC1(C)OC(=O)C=C(CC2NS(=O)(=O)OC3CCCCC23)O1 (stereo not drawn)	0	3.3	-1	-0.2	-1.2	-0.3	0.0	0	-1	0	0
COc1ccnc(Oc2ccc(C)cc2C)c1C#N	0	-0.4	0	0.9	-1.1	0.4	4.0	5	4	-2	6
O=C(OCCN=C1NS(=O)(=O)c2ccccc21)c1cccc([N+](=O)[O-])c1	1	-0.8	-10	0.1	-0.8	-0.1	-0.2	0	1	-7	-4
O=C(C[C@H]1C/C=C\CC[C@@H](Cc2ccc(F)cc2)C(=O)OC[C@H]2CCCN2C1=O)N[C@H](CO)Cc1ccccc1	0	-1.4	3	-0.4	-1.2	-0.8	-2.1	-1	3	-5	3
CCCCCCN1C[C@H](n2cc(-c3ccc(F)cc3)nn2)[C@@H](O)C[C@@H]1c1ccc(Cl)cc1	-4	-0.4	-2	-0.5	-0.3	-0.3	0.2	3	-1	0	1
Cc1cc(OCc2nn[nH]n2)c2c(C)c(CC(=O)O)c(=O)oc2c1	-234	-0.9	-7	0.3	-1.1	-1.1	1.1	-2	-377	-11	-461
COc1ccc(CCn2c(-c3ccc(F)cc3)nc3c(c(=O)c4ccccc4n3C)c2=O)cc1OC	-3	/	41*	0.0	-1.6	-2.2	-1.9	-3	4	2	-8
Cc1cc(OC(C)C(=O)NCc2ccncc2)c2c(C)cc(=O)oc2c1 (stereo not drawn)	-76	1.5	-8	0.5	-1.6	-0.5	-1.8	0	-116	-5	-174
CN1CCN(C(=O)C2=C[C@@H](c3ccccc3)C[C@@H](OCc3ccc(CO)cc3)O2)CC1	0	0.6	-2	0.2	-1.2	-1.5	-0.8	3	-3	-7	2
COc1cc(C(=O)NNC(=O)c2ccc(F)cc2)ccc1OCC(=O)N1CCOCC1	-9	0.0	-5	-0.8	-1.1	-1.1	0.6	2	0	1	0
CSc1nc2ccc(NC(=O)c3ccc(Cl)s3)cc2s1	0	1.4	6	4.1*	-1.2	-0.3	1.7	3	-18	-5	6
CCOC(=O)c1c(C)[nH]c(C)c1S(=O)(=O)NCc1ccccc1C	-5	1.1	5	0.4	-1.6	-1.9	-1.2	0	2	-3	-9
CCCCN(C(=O)c1cc(Cl)nc2ccccc12)c1c(N)n(CCCC)c(=O)[nH]c1=O	-3	2.4	-1	-1.0	-0.8	-0.2	0.6	-2	-12	-2	-3
Cc1ccc2cc(CCNC(=O)c3ccc4c(c3)OCO4)c(=O)[nH]c2c1	-7	-1.6	-1	-0.6	-0.9	-0.7	-3.4	-3	0	2	-3
CCOC(=O)c1ccc(-n2ccnc2)c(NC(=O)c2ccc(Cl)cc2)c1	1	-1.4	-2	-0.1	-1.3	-2.3	1.2	0	1	2	-1
O=C(NCCN1CCOCC1)C(=O)NCC1OCCCN1S(=O)(=O)c1cc(F)ccc1F (stereo not drawn)	-3	-0.2	1	1.5	-1.1	-0.6	-1.2	1	-2	-4	-7
Cc1cc(=O)n(CCc2ccccc2)c(O)c1C#N	-9	0.7	-1	0.2	-1.0	0.8	2.2	1	-47	-3	-52
COc1ccc(Cc2nnc(Nc3ccc(Cl)cc3)[nH]c2=O)cc1	-3	1.4	-4	-0.1	-1.1	-0.4	0.4	1	-5	1	-11
Cc1cc2n(c(=O)c1C#N)CCCN2c1cccc(Cl)c1	-48	-0.1	-3	1.2	0.0	-1.9	-2.3	-4	-306	2	-405
Cc1cc(C)c2oc(C(=O)N(Cc3ccccc3)c3ccccn3)cc(=O)c2c1	-3	6.3*	-4	-0.1	-1.5	-2.2	-2.8	0	-4	-4	-9
Cc1ccnc(NC(=O)c2ccc(N3C(=O)CCC3=O)cc2)c1	-3	0.7	-1	1.2	-0.4	1.7	2.9	3	2	1	0
O=C(NCC(c1ccco1)N1CCc2ccccc21)c1ccccc1F (stereo not drawn)	-1	0.1	8	-0.3	-1.1	-1.2	1.0	-1	-6	2	0
COc1ccc(OCC(=O)Nc2ccc(S(=O)(=O)N3CCCCC3)cc2)cc1	4	-1.5	1	-0.1	-1.3	-0.1	1.5	-2	0	-2	-4
The results go on:
SMILES	ADAM17 inh	DAX1 inh-1	Rev-erbA mod	DAX1 inh-2	ssDAF12 agonist	hcDAF12 agonist	hgDAF12 agonist	SMARCA2 activ	PLC-gamma1 inh	MBD2 DNA inh	PLCb3 inh
CC(=O)Nc1ccc(NCN2C(=O)C3C4CCC(C4)C3C2=O)cc1 (stereo not drawn)	-1	0.8	-4	-0.6	-0.5	4.8	4.2	1	6	7	5
Cc1cc(Oc2ccc(-c3nnc(-c4ccccc4)o3)cc2[N+](=O)[O-])ccc1Cl	0	1.0	0	-0.1	-1.6	0.9	0.5	-1	0	-5	2
COC(=O)/C(=C\C=C\c1ccccc1)NC(=O)c1ccccc1	1	0.1	-2	-0.2	-1.7	-0.1	-1.4	-1	-3	-1	2
Cn1c(SCC(=O)NCc2ccc(F)cc2)nc2c([nH]c3ccccc32)c1=O	-4	/	18	-0.3	-1.2	1.4	-1.4	-3	0	-4	-3
COc1ccc(CNC(=O)Cn2cc3c(n2)CCCCC3)cc1	-2	5.7*	-5	0.4	-0.7	-1.6	-3.5	-1	1	-3	-3
C[C@@H]1CCC2[C@](C)(CO)[C@@H](O)CC[C@]2(C)[C@@]12CCC(CO)(CCO)O2 (stereo partly drawn)	-11	0.4	-3	0.6	-1.2	-2.6	0.9	-1	9	25*	-3
Cc1nc(NC(=O)CN2CCN(c3ccccc3F)CC2)sc1C(=O)N(C)C	-2	-0.2	-3	0.1	-1.0	-0.6	-2.3	-1	3	4	-12
O=C(NCc1ccc(F)cc1)c1cnn2ccccc12	-12	1.8	-8	2.6	-0.5	1.5	16*	4	-3	2	-4
Cn1c(SCC(=O)Nc2ccc3c(c2)OCCO3)nnc1-c1ccncc1	-3	0.6	3	-0.2	-0.9	1.6	-2.7	-1	1	-2	-7
COc1ccccc1C(=O)CC(=O)c1ccccc1	4	1.6	-8	1.0	1.5*	6.7*	11*	4	4	-2	-6
O=C(COC(=O)c1ccc(S(=O)(=O)N2CCOCC2)cc1)Nc1ccccc1OC(F)F	-3	-0.1	-2	0.3	-1.2	-0.8	4.3	1	2	3	-5
O=C(NC1CC1)C1CCN(C2CCN(C(=O)/C=C/c3cccc(F)c3F)CC2)CC1	-7	1.0	1	-0.2	-2.0	-0.2	2.4	1	-3	4	-6
COc1ccc(Cl)cc1NC(=O)CN(C)C(=O)CCc1nc2ccccc2c(=O)[nH]1	-1	-0.4	-2	-0.5	-0.7	2.6	2.9	1	-2	-3	0
CN1C=CC=C/C1=C1\SC(=S)N(C2CCCCC2)C1=O	-4	0.6	2	-0.1	-1.1	-1.4	1.1	-1	-1	-2	2
Cc1cc(C)nc(NS(=O)(=O)c2ccc(NC(=O)Cn3c(=O)oc4ccccc43)cc2)n1	-1	1.5	2	0.7	-1.2	-0.2	0.6	6	0	1	0
Cc1c(C)c2ccc(O[C@@H]3O[C@H](CO)[C@H](O)[C@H](O)[C@H]3O)c(C)c2oc1=O	-41	-1.3	-1	0.1	-1.4	-2.2	0.1	1	-9	0	-18
C#CCN(C[C@@H]1[C@@H](OC(=O)NCc2ccco2)[C@@H](OC(=O)NCc2ccco2)Cn2c(=O)n(CCCCCC)c(=O)n21)S(=O)(=O)c1ccc(C)cc1	7	-0.3	1	-0.8	-1.1	-1.2	-0.8	-4	-1	10	0
Cc1ccc(-n2nc3c(=O)n(CCCC(=O)NCCc4ccccc4)nc(C)c3c2C)cc1	-4	-0.2	2	0.3	-1.0	0.0	2.4	-1	7	6	6
CCNC(=S)NN=C1CCC(C(C)(C)C)CC1 (stereo not drawn)	0	0.3	-4	-0.5	-1.4	-1.2	4.1	0	13*	4	-1
COc1ccc(CNC(=O)CSc2nnnn2-c2ccc(O)cc2)cc1	0	-0.7	0	-0.7	-1.6	-0.9	1.2	-2	0	-1	0
CCOC(=O)N1CCC(NC(=O)CS(=O)(=O)Cc2nc(-c3cccc(Cl)c3)oc2C)CC1	9.6*	0.5	2	1.4	-0.9	1.6	-3.9	-2	7	-4	-7
COc1ccc(S(=O)(=O)N[C@@H](CSCc2ccccc2)C(=O)O)cc1	-1	0.8	-3	1.2	-1.2	-0.5	-0.6	-2	0	1	-6
COc1ccccc1C(=O)NC(=S)Nc1ccc2[nH]c(=O)[nH]c2c1	-1	1.3	-6	-0.4	-0.8	-2.3	1.0	7	1	2	-9
Cc1ccc(CNC(=O)c2ccccc2CCc2ccccc2)cc1	-1	0.6	-3	-0.8	-2.0	-1.3	-1.6	0	-1	1	0
CC1CCC(NC(=O)CN2C(=O)NC(C)(C)C2=O)CC1 (stereo not drawn)	-4	0.1	2	0.5	-0.5	0.8	-3.3	-2	0	2	-5
Cc1cc2[nH]c(=O)c(=O)[nH]c2cc1S(=O)(=O)N1CCN(c2ccccc2F)CC1	-13	-0.5	0	-1.9	-0.2	0.0	-2.3	0	-8	3	-11
O=C1COc2ccc(C(=O)COC(=O)CCSc3ccccc3)cc2N1	-4	0.9	4	0.4	-1.8	2.6	-0.1	-6	1	2	-12
Cc1ccc(NC(=O)C2OCCc3ccccc32)cc1 (stereo not drawn)	-2	0.4	2	0.9	-0.5	2.4	8.9	0	-2	1	-1

Ordered by the number under ADAM17 inh (low to high): 3 from the list above.
canonical_smiles,ADAM17 inh
Cc1c(C)c2ccc(O[C@@H]3O[C@H](CO)[C@H](O)[C@H](O)[C@H]3O)c(C)c2oc1=O,-41
Cc1cc(Oc2ccc(-c3nnc(-c4ccccc4)o3)cc2[N+](=O)[O-])ccc1Cl,0
COC(=O)/C(=C\C=C\c1ccccc1)NC(=O)c1ccccc1,1
